HEK293 tox = HEK 293 cell cytotoxicity | HEK 293 viability, ATP luminescence (CellTiter-Glo), 48-72 h | Potency, µM (series often up to 115 µM), for the others: at the highest dose activity change, negative = cytotoxicity, actives largely listed as inhibitors | 6.6% of 94,000 active; further: potency means the concentration at half of the fitted maximal effect; nearly all actives have a fitted effect of over 60% in size
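250 HEK 293 cells/well; compound by pintool; incubated 48 or 72 hr at 37 degree Celsius; CellTiter-Glo added, 10 min RT, luminescence imaged.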
IP6K1 inhibitor = inhibitors of human IP6K1; Q92551; IP6K1 kinase, ADP-Glo luminescence, 2 h; hits give low values; activity change, % (series mostly up to about 58 µM); 0.81% of 140,000 active; AID 1645851; in the data active means activity change below about -25%
Target sequence (Q92551 whole entry, looked up): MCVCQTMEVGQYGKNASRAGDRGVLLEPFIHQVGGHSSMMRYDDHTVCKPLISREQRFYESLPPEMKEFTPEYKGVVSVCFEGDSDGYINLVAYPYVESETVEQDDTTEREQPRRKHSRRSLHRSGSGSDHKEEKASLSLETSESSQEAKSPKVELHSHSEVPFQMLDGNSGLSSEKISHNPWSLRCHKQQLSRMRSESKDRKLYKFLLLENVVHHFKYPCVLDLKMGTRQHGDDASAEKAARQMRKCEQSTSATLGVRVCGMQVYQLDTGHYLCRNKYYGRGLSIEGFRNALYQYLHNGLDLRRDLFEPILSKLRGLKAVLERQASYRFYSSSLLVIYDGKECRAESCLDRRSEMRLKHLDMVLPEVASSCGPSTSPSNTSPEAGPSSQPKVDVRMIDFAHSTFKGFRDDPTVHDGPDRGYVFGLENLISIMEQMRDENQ
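ADP-Glo luminescence measures ADP made by human IP6K1 during a 2 h RT reaction with ATP/IP6 (mix at 1.3 mM/130 uM); top library doses 57.5 and 19.1 uM final.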
FLuc inh = inhibitors of firefly (Photinus pyralis) luciferase; P08659; purified P. pyralis luciferase, luminescence, biochemical; AID 1347043; 2.5% of 76,000 active; Potency, µM (doses to about 115 µM), for inactives: at the top dose activity change, negative = inhibition, hits mostly inhibitors; further: potency means the concentration at half of the fitted maximal effect; nearly all actives have a fitted effect of over 65% in size
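Cell-free enzyme assay, 10nM P. pyralis luciferase, luciferin and ATP each at 10uM. Inhibition profiled over a 6-point titration, read as luminescence.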
HEK293 viab = cell viability loss counter-screen. HEK-293-SNCA-luc viability, GF-AFC fluorescence, 24 h. Potency, µM (doses to about 57.1 µM), for the others: top-dose activity change, negative = cytotoxicity, usual class: cytotoxic. 0.12% of 150,000 active. AID 1671193;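 further: potency means the concentration at half of the fitted maximal effect; 0% = DMSO-treated cells and -100% = medium-only wells without cells; nearly all actives have a fitted effect of over 30% in size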
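HEK-293-SNCA-luc cells (1500/well) plated 24 h, then exposed 24 h to a dilution series; GF-AFC added 30 min at 37C, fluorescence 405/540 nm; normalised to medium-only and DMSO wells, Hill fit.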
SNCA expr inhib = SNCA gene expression inhibition. AID 1671194. Potency, µM (titrated, usually from 57.2 µM), inactives show at the highest dose activity change, negative = inhibition, hits mostly inhibitors. HEK-293 SNCA-luciferase knock-in, luminescence, 24 h. 0.17% of 140,000 active;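 further: potency means the concentration at half of the fitted maximal effect; plate controls were DMSO cells for no effect and cell-free wells for full effect; nearly all actives have a fitted effect of over 45% in size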
3T3 cytotox = kills NIH 3T3 cells; NIH 3T3 viability, CellTiter-Glo ATP luminescence, 48-72 h; Potency, µM (doses to about 96.7 µM), for the others: at the top dose activity change, negative = cytotoxicity, actives largely listed as inhibitors; 4.3% of 94,000 active; further: potency means the concentration at half of the fitted maximal effect; nearly all actives have a fitted effect of over 55% in size
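Luminescent ATP readout (CellTiter-Glo, 10 min RT) after 48 or 72 hr compound exposure of NIH 3T3 cells seeded at 400 cells/well in 1536-well format; quantitative HTS.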
GPT2 inhibitor = GPT2 alanine aminotransferase inhibition; Q8TD30; Recombinant GPT2, coupled pyruvate oxidase/HRP Amplex Red fluorescence; Potency, µM (titrated, usually from 57.7 µM), inactives show at the highest dose activity change, negative = inhibition, most hits filed as inhibitors; 0.25% of 100,000 active; AID 1671188; further: potency means the concentration at half of the fitted maximal effect; nearly all actives have a fitted effect of over 60% in size; many of its hits are not listed in these tables
Target sequence (Q8TD30 whole entry, looked up): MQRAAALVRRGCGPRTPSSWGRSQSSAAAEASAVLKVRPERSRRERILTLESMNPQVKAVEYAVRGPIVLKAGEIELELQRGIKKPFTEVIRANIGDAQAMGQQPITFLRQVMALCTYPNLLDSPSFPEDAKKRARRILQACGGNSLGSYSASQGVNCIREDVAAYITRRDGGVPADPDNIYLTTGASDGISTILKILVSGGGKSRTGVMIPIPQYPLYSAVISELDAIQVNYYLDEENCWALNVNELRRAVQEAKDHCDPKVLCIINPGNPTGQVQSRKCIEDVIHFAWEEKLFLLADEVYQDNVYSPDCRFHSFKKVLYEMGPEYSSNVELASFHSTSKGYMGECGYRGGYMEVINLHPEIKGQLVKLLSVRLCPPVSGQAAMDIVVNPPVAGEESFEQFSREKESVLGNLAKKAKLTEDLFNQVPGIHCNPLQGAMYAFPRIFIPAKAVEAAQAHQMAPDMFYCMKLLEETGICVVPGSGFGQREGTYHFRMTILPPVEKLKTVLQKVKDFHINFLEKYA
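Fluorescence read-out: pyruvate from GPT2 turnover coupled to pyruvate oxidase, HRP and Amplex Red (0.2mM ThPP, 0.2U/mL PO and HRP, 50uM Amplex final). Substrates 250uM a-KG, 2mM L-alanine; enzyme 10ng/uL; 30 min RT.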
Starred values were filed as active, the others as inactive; i = inactive; ? = inconclusive; nt = no result given; [ ] = remark or other dose. Unless noted, the call rests on the fitted dose curve; in most records, active means well fitted curve in the direction sought with a large enough effect; inconclusive means small, poorly fitted or top-dose-only effect, or another doubt; inactive means no such curve, though single readings can be large; an effect the other way counts as inactive or inconclusive. Unless noted, on the % scale 0 is the no-effect control and ±100 the full control effect.

SMILES	HEK293 tox	IP6K1 inhibitor	FLuc inh	HEK293 viab	SNCA expr inhib	3T3 cytotox	GPT2 inhibitor
O=C(c1ccc(=O)[nH]c1)N1CCC(C(=O)N2CCc3c(nc4cc(-c5ccccc5)[nH]n4c3=O)C2)CC1	-4%	7	?	4%	3%	-4%	i
Cc1ccccc1-c1[nH]nc2ncc(-c3ccccc3F)nc12	50µM*	11	-3%[172 µM]	-14%[87.6 µM]	91%[activator][87.6 µM]	?	-24%[88.5 µM]
CCOc1ccccc1NC(=O)N1c2ccccc2CC1c1nc(C(C)C)no1 (stereo not drawn)	?	24	-28%	-5%	47%[activator]	?	-22%
Cc1ccc(C(=O)Nc2cccc(-c3nnc4n3CCCC4)c2)c(C)c1	-28%	-6	?	-6%	2%	?	0%
CCn1cc(S(=O)(=O)N2CCC(OCc3noc(C4CCCO4)n3)CC2)cn1 (stereo not drawn)	-2%	2	nt	9%	15%	-18%	i
Cc1ccc(CNC(=O)c2c[nH]c3ccc(S(=O)(=O)Nc4ccc(C(C)C)cc4)cc3c2=O)cc1	nt	25	nt	-13%	?	nt	nt
CCN1c2cc(C(=O)Nc3ccc(C)cc3)ccc2C(=O)N2CCCCCC21 (stereo not drawn)	40µM*	-2	?	14%[12.5 µM]	13%	?	-2%
Cn1cnc(S(=O)(=O)N2CCC(C(=O)Nc3ccc(F)cc3F)CC2)c1	nt	2	nt	-2%	-13%	nt	nt
COC(=O)CNC(=O)C1CN(S(=O)(=O)c2cccnc2)CC12CCCCC2 (stereo not drawn)	4%	24	-5%	7%	5%	i	i
CC(=O)N1CCC(CC(=O)NCC(=O)N2CCCCCCNC(=O)CC2c2ccccc2)CC1 (stereo not drawn)	-24%	2	-2%	6%	12%	-8%	-9%
Cc1ccc(Cl)cc1NC(=O)N1C[C@@H](F)C[C@H]1C(=O)N1CCc2ccccc2C1	?	-5	4%	-5%	-5%	-30%	i
CCn1cc(S(=O)(=O)N2CCC(OCCOC)CC2)cn1	3%	16	-10%	4%[12.5 µM]	30%	-30%	1%
CC(=O)NC1CCCc2c1[nH]c1c(Cl)cccc21 (stereo not drawn)	-26%	-12	3%	-2%	6%	-26%	i
Cn1c(=O)oc2cc(S(=O)(=O)CCC(=O)N3CCN(c4ccccc4F)CC3)ccc21	nt	38	nt	9%	55%[activator]	nt	nt
COc1ccccc1-c1noc(CSc2nnc(Cc3ccccc3)n2-c2ccc(C)c(C)c2)n1	nt	-9	nt	-26%	-15%	nt	nt
CCCCc1cc(C[C@@H]2C[C@H](NC(=O)c3cccc(F)c3)C2(C)C)no1	63µM*	-7	-4%[172 µM]	-20%[87.6 µM]	-15%[87.6 µM]	63µM*	-28%[88.5 µM]
CCC(C)NC(=O)c1cc(-c2ccc(F)cc2)cn1C (stereo not drawn)	?	-8	9%	-11%	7%	-5%	i
COc1nc2c(cc1CNC(=O)C1(C)CC1)C(=O)N(CCc1ccccn1)C2	i	8	3%	6%	-10%	i	i
CCCC(=O)C1=C(c2ccc(C)cc2)N(C(=O)CCC)n2cnnc2S1	nt	-9	nt	-19%	?	nt	nt
CCNc1ncnc2c1nnn2C	nt	-7	nt	-1%	-25%	nt	nt
O=C(c1cccnc1)N1CCC(N2C(=O)C3(CCCCC3)C2c2ccncc2)CC1 (stereo not drawn)	-2%	-5	nt	9%	15%	0%	i
CCC(NC(=O)c1cc(Cn2ccc3ccccc32)[nH]n1)c1ncccc1C (stereo not drawn)	?	3	9%	-3%	-4%	?	-9%
O=C(c1ccc(Cl)nc1)N1CCC(C(=O)N2CCC(c3nc4ccncc4[nH]3)C2)CC1 (stereo not drawn)	i	-5	nt	3%	-2%	-11%	3%
C[C@H]1[C@@H]2[C@@H](O)C([C@H](C)C(=O)NC3CCCCC3)CC[C@@]2(C)CC[C@@H]1NC(=O)c1ccccn1 (stereo partly drawn)	?	4	-15%	-28%	?	?	i
COc1cccc(CNC(=O)Cn2nc(N3CCN(c4ccccc4OC)CC3)ccc2=O)c1	nt	43	nt	-5%	-10%	nt	nt
COc1ccc(NC(=O)C2CCN(c3ccc(Sc4ccc(C)cc4)nn3)CC2)cc1	nt	1	nt	-12%	23%	nt	nt
COCCC(=O)N1CCC(n2c(C)cnc2-c2ccncc2)CC1	i	-1	-7%	5%	7%	i	?
CCN(C(=O)CCNC(=O)Cn1cnc2ccccc2c1=O)c1cc(OC)ccc1OC	nt	9	nt	-19%	-23%	nt	nt
Cc1ccc(-c2cc3c(=O)n(CC(O)c4ccc(C)c(C)c4)ccn3n2)c(C)c1 (stereo not drawn)	40µM*	0	-26%	-10%	-21%	?	i
Cc1noc(C)c1S(=O)(=O)NCCc1ncc(C)n1C1CCC1	-2%	-4	-3%	11%	-11%	-19%	i
Cn1c(Cn2ccnc2)nnc1C1CCCN(C(=O)CCc2ccncc2)C1 (stereo not drawn)	i	28	2%	3%	2%	i	3%[11.5 µM]
CC(NC(=O)c1ccc(N2Cc3ccccc3Oc3ncccc32)s1)c1ccccc1 (stereo not drawn)	nt	1	nt	-6%	17%	nt	nt
CCOc1ccccc1CN1CCC2(CCN([S+](=O)([O-])c3c(C)noc3C)CC2)Oc2ccccc21	-19%	1	-5%	-7%	15%	-28%	i
CO[C@H]1C(=O)N(C(C)C)[C@H]1C1CCN(C(=O)c2cc(C)n(C)n2)CC1	0%	12	nt	-1%	33%[activator]	-16%	i
CNC(=O)N1CCC2(CC1)CC(N1CCN(CC(C)C)CC1)CCO2 (stereo not drawn)	-1%	-3	-3%	-3%	-1%	i	3%
NCCC(O)(P(=O)(O)O)P(=O)(O)O	nt	-7	nt	-31%[23.9 µM]	-23%[25.6 µM]	nt	i
O=C1COc2ccc(-c3cccnc3)nc2CN1Cc1ccc(C(F)(F)F)cc1	?	-11	-6%[172 µM]	-4%[87.6 µM]	?	?	?
COc1cccc(-c2cc3c(=O)n(CCNC(=O)c4ccccc4OC)ccn3n2)c1	?	-6	?	5%	51%[activator]	-15%	i
Cc1ccc(C2c3cc(OCc4nc(C(=O)NCC(C)C)co4)ccc3CCN2C(=O)C2CC2)cc1 (stereo not drawn)	40µM*	22	-4%	-14%	-25%	?	-18%
CC(C)Oc1ccc(CN2CCC3(CCNCC3)C2)cc1	?	11	-4%	-12%	7%	?	?
Cc1nc(-c2c3n(c(=O)n(CC(=O)Nc4cccc(Cl)c4C)c2=O)CCCCC3)no1	2%	3	10%	-2%	-2%	3%	-2%
COc1ccc(C2Cn3nnc(-c4nc(-c5ccc(OC)c(F)c5)no4)c3CO2)cc1 (stereo not drawn)	-2%	-17	-9%	5%	6%	-15%	i
CCOC(=O)CSC1=Nc2ccccc2C2=NC(CCC(=O)NCc3ccccc3)C(=O)N12 (stereo not drawn)	nt	-3	nt	-18%	-8%	nt	nt
COc1cccc(-c2cccc(C(=O)N3CCN(C(C)=O)CC3)c2)c1	-15%[172 µM]	9	nt	-1%[12.5 µM]	-1%[87.6 µM]	-22%[138 µM]	i
N#Cc1ccc(S(=O)(=O)N2CCC(C3CCNC3)CC2)cc1 (stereo not drawn)	-31%	15	2%	8%[12.5 µM]	0%	-19%	i
COc1ccc(-c2noc([C@@H]3CCCN3C(=O)c3ccc(Cl)cc3)n2)cc1OC	?	-4	-3%	-21%	23%	?	i
CC(C)Cc1ccc(S(=O)(=O)N(C)CC2CCOCC2)cc1	?	5	2%	7%	-25%	-28%	-12%
O=C(NCc1cnccn1)C1CCCN(c2cnn(Cc3ccccc3)c(=O)c2)C1 (stereo not drawn)	-1%	1	4%	0%	24%	-3%	3%
COc1ccc2sc(N(Cc3cccnc3)C(=O)c3ccco3)nc2c1	nt	17	nt	-29%	-1%	nt	nt
COCc1nncn1C1CCN(S(=O)(=O)c2ccc(Br)cc2)CC1	4%	-3	5%	12%	-10%	3%	-1%
COc1ccc(N2C(=O)CSC23C(=O)N(CC(N)=O)c2ccccc23)cc1 (stereo not drawn)	nt	16	nt	-2%	-11%	nt	nt
CCc1nncn1C1CCN(S(=O)(=O)c2cc(OC)ccc2OC)CC1	1%	9	-11%	12%	?	0%	i
O=C(c1ccccc1)N1CCn2c(nn(-c3ccc(C(F)(F)F)cc3)c2=O)C1	-29%	7	nt	8%	-8%	?	-8%
CC1CN(c2ccccc2C#N)C(=O)CN1C(=O)Cc1cn2ccsc2n1 (stereo not drawn)	i	-14	9%	4%	-6%	-1%	-5%
Cc1cc(C)cc(NC(=O)Nc2cccs2)c1	nt	2	nt	-16%	81%[activator]	nt	nt

Compounds from the list above that have fluorine (nine):
SMILES	HEK293 tox	IP6K1 inhibitor	FLuc inh	HEK293 viab	SNCA expr inhib	3T3 cytotox	GPT2 inhibitor
Cc1ccccc1-c1[nH]nc2ncc(-c3ccccc3F)nc12	50µM*	11	-3%[172 µM]	-14%[87.6 µM]	91%[activator][87.6 µM]	?	-24%[88.5 µM]
Cn1cnc(S(=O)(=O)N2CCC(C(=O)Nc3ccc(F)cc3F)CC2)c1	nt	2	nt	-2%	-13%	nt	nt
Cc1ccc(Cl)cc1NC(=O)N1C[C@@H](F)C[C@H]1C(=O)N1CCc2ccccc2C1	?	-5	4%	-5%	-5%	-30%	i
Cn1c(=O)oc2cc(S(=O)(=O)CCC(=O)N3CCN(c4ccccc4F)CC3)ccc21	nt	38	nt	9%	55%[activator]	nt	nt
CCCCc1cc(C[C@@H]2C[C@H](NC(=O)c3cccc(F)c3)C2(C)C)no1	63µM*	-7	-4%[172 µM]	-20%[87.6 µM]	-15%[87.6 µM]	63µM*	-28%[88.5 µM]
CCC(C)NC(=O)c1cc(-c2ccc(F)cc2)cn1C (stereo not drawn)	?	-8	9%	-11%	7%	-5%	i
O=C1COc2ccc(-c3cccnc3)nc2CN1Cc1ccc(C(F)(F)F)cc1	?	-11	-6%[172 µM]	-4%[87.6 µM]	?	?	?
COc1ccc(C2Cn3nnc(-c4nc(-c5ccc(OC)c(F)c5)no4)c3CO2)cc1 (stereo not drawn)	-2%	-17	-9%	5%	6%	-15%	i
O=C(c1ccccc1)N1CCn2c(nn(-c3ccc(C(F)(F)F)cc3)c2=O)C1	-29%	7	nt	8%	-8%	?	-8%

Only part of the results is shown; the hit share may differ from the screen's.
